Screening results deposited in PubChem by National Center for Advancing Translational Sciences (NCATS).
POLH inh: inhibitors of human DNA polymerase eta; Potency, µM (highest dose often 114 µM), for the others: top-dose activity change, negative = inhibition, most hits filed as inhibitors; actives 1.2% (n = 390,000); recombinant Pol eta, fluorescent DNA replication assay; Q9Y253; further: potency means the concentration at half of the fitted maximal effect; on the % scale 0 is the no-effect control and ±100 the full control effect
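Pol eta at 10 nM preincubated with compounds 15 min at room temperature; reaction started with fluorescent substrate (50 nM final) and read kinetically at 0 and 10 min.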
ERG-DNA inh: inhibitors of human ERG Ets domain-DNA interaction; fluorescence polarization, His-ERG Ets domain / labelled DNA; AID 624246; Potency, µM (top dose mostly 76.9 µM), for inactives: top-dose FP activity, negative = inhibition, most hits filed as inhibitors; actives 0.028% (n = 370,000); P11308; active means well fitted inhibition curve with a large enough effect in the polarisation, with a control signal flat; inconclusive means small, poorly fitted or top-dose-only effect, or effect the other way, or a change in a side signal; inactive means no such curve, though single readings can be large or run the other way; the % refers to the polarisation;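 further: polarization taken with two DNA probes labelled with fluorescein and Texas red; potency means the concentration at half of the fitted maximal effect; % of control where 0% means no effect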
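His-tagged ERG Ets domain (1 uM in the protein solution; 300mM KCl, 50mM Tris-HCl, 1mM EDTA, 1mM DTT, pH 7.5) received compound, then a probe mix of 5 nM fluorescein-DNA and 100nM Texas-615-DNA. Fluorescence polarization was read for both dyes.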
APEX1 inh: inhibitors of human APE1 endonuclease | P27695 | recombinant APE1, TAMRA/BHQ-2 abasic DNA cleavage fluorescence | Potency, µM (top dose mostly 65.8 µM), without a hit: top-dose activity change, negative = inhibition, usual class: inhibitors | actives 0.35% (n = 350,000) | AID 2517;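 further: potency means the concentration at half of the fitted maximal effect; plate controls were vehicle for no effect and reference inhibitor for full effect; nearly all actives have a fitted effect of over 55% in size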
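Substrate: short duplex with […] THF abasic site, 5'-TAMRA and 3'-BHQ-2, 50 nM final. APE1 at 0.75 nM, preincubated 15 min RT with compound. Fluorescence increase from first to third read measured activity.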
POLB inh: blocks human DNA polymerase beta activity; actives 1.3% (n = 340,000); Pol beta primer extension/strand displacement, fluorescence kinetic; P06746; Potency, µM (top dose mostly 114 µM), inactives show at the highest dose activity change, negative = inhibition, usual class: inhibitors; AID 485314; further: potency means the concentration at half of the fitted maximal effect; on the % scale 0 is the no-effect control and ±100 the full control effect
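Human Pol beta at 10 nM; strand-displacement substrate 50 nM final. Compound exposure 15 min at room temperature before start, reaction 10 min at room temperature.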
ALOX12 inh: ALOX12 (human) lipoxygenase inhibition | actives 1.1% (n = 580,000) | purified 12hLO, xylenol orange hydroperoxide absorbance | Potency, µM (doses to about 108 µM), inactives show at the highest dose activity change, negative = inhibition, actives largely listed as inhibitors; further: potency means the concentration at half of the fitted maximal effect; on the % scale 0 is the no-effect control and ±100 the full control effect
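Hydroperoxide product was detected by ferrous iron/xylenol orange as the 573 to 405 nm absorbance ratio. Arachidonic acid at 40 uM (final) was turned over for 30 min at room temperature by 150 nM human 12hLO, pH 7.0 Hepes buffer, after 15 min compound preincubation.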
POLK inh: blocks human DNA polymerase kappa activity; Potency, µM (doses to about 107 µM), without a hit: at the top dose activity, negative = inhibition, actives largely listed as inhibitors; purified Pol kappa, fluorescent DNA synthesis assay, 10 min; Q9UBT6; actives 0.53% (n = 400,000); further: potency means the concentration at half of the fitted maximal effect; on the % scale 0 is the no-effect control and ±100 the full control effect
Target sequence (Q9UBT6 whole entry, looked up): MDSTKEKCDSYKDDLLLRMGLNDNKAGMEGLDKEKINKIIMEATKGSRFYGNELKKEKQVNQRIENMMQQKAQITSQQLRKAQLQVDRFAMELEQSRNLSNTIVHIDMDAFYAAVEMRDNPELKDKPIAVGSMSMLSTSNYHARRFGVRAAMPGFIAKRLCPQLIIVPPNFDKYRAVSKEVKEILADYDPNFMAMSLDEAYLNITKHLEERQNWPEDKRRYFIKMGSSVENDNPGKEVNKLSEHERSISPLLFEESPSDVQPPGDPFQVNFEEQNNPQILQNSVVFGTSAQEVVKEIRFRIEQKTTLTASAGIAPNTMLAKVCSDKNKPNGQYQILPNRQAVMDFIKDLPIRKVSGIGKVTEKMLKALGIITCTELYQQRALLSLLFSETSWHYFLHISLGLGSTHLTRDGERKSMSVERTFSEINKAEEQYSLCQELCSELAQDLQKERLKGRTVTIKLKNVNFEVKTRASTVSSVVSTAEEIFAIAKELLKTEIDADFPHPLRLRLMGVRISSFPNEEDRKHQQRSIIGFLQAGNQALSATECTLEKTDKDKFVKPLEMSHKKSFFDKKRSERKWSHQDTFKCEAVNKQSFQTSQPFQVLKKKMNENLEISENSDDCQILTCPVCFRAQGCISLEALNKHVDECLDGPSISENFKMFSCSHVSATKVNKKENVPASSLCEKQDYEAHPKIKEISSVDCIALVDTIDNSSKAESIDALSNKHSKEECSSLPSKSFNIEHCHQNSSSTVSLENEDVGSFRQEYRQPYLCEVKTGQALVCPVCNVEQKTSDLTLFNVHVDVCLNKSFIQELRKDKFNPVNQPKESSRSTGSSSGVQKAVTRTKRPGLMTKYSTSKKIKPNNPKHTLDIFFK
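Kinetic fluorescence screen: compound preincubated 15 min RT with 10 nM enzyme; 50 nM substrate (final) initiates; reads at 0/10 min.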
LDHA block: LDHA (human) enzyme inhibition; P00338; purified LDHA, NADH/diaphorase-resazurin fluorescence; stronger effect = lower value; activity change, % (values are at about 110 or 230 µM); actives 0.15% (n = 480,000); in the data active means activity change below about -30%; inconclusive means mostly about -25% to -30%;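 further: plate controls were DMSO wells for no effect and wells without enzyme for full effect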
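LDH5 2 nM; NADH 0.06 mM, pyruvate 0.2 mM; 200 mM Tris pH 7.4, EDTA, Tween-20; 5 min RT. Detection: diaphorase 0.133 mg/mL + resazurin 37 µM, fluorescence ex540/em590 at 0 and 20 min; normalized to enzyme-free and DMSO wells.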
RGS4 inh: inhibitors of human regulator of G protein signaling 4; P49798; Transcreener GDP fluorescence polarization, RGS4-accelerated GTP hydrolysis; Potency, µM (titrated, usually from 114 µM), without a hit: at the highest dose activity change, negative = inhibition, actives largely listed as inhibitors; actives 0.039% (n = 390,000); AID 504845; further: potency means the concentration at half of the fitted maximal effect; on the % scale 0 is the no-effect control and ±100 the full control effect; nearly all actives have a fitted effect of over 75% in size; some results filed as inactive show a strong effect at the top dose
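MLSMR compounds (23 nl, pin-transferred) preincubated 10 min at room temperature with a 500nM (2x) first reagent, then RGS4 at 900nM (2x) plus Transcreener GDP mix added; fluorescence polarization (620/688 nm) read before and after 90 min at 30 °C.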
Anesthetic bind: candidate novel general anesthetic via apoferritin binding; Potency, µM (highest dose often 77.5 µM), without a hit: top-dose activity change, negative = displacement, most hits filed as inhibitors; actives 0.074% (n = 350,000); apoferritin/1-aminoanthracene competitive binding, fluorescence; AID 485281; further: potency means the concentration at half of the fitted maximal effect; on the % scale 0 is the no-effect control and ±100 the full control effect; nearly all actives have a fitted effect of over 20% in size
Target sequence (P02791 2-175 limits assumed): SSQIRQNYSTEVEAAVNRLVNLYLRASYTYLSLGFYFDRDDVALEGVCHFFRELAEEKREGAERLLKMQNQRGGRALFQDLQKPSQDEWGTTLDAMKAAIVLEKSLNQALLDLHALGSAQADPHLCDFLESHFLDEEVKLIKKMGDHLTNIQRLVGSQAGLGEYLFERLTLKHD
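Apoferritin-based anesthetic binding model; compound displacement of fluorescent 1-AMA measured as endpoint fluorescence after 10 minutes at room temperature, scaled to free-ligand and complex controls.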
* marks the source's active call; other numbers are inactive results; ? = inconclusive; nt = not tested or not shown; [ ] = remark or other dose. Unless noted, the call rests on the fitted dose curve; in most records, active means well fitted curve in the direction sought with a large enough effect; inconclusive means small, poorly fitted or top-dose-only effect, or another doubt; inactive means no such curve, though single readings can be large; an effect the other way counts as inactive or inconclusive.

SMILES | POLH inh | ERG-DNA inh | APEX1 inh | POLB inh | ALOX12 inh | POLK inh | LDHA block | RGS4 inh | Anesthetic bind
OC(Cc1cccnc1)(Cc1cccnc1)c1cc2ccccc2[nH]1 | -13% | 9% | 1% | 25% | -4% | -11% | -3 | -7% | -4%
COc1ccc(CNC(=O)CCc2c(C)nc3c4cccnc4nn3c2C)cc1 | -16% | 0% | nt | 27% | -13% | -4% | 2 | -14% | 134%[activator]
COc1ccc(OC)c2c1CCC2=O | 1% | 3% | 1% | -9% | 0% | -15% | -1 | 26% | 12%
CCCc1cc(=O)oc2c3c(cc(OCC(=O)NCC4CCC(C(=O)O)CC4)c12)OC(C)(C)CC3 (centres undefined) | -4% | -17% | 0% | 5% | -14% | 24% | 7 | -20% | -4%
Cc1cc(NC(=O)CSCC(=O)OCC(=O)Nc2cc(C)c(C)cc2[N+](=O)[O-])no1 | -14% | 10% | 26% | nt | ? | -19% | 0 | -15% | nt
CC(C)n1c(COc2ccccc2)nc2ccccc21 | -8% | 0% | -13% | ? | -1% | -3% | 0 | 17% | -21%
CN(C)S(=O)(=O)c1cccc(C(=O)OCC(=O)Nc2ccccc2OC(F)F)c1 | 8% | -2% | -6% | 8% | 0% | -25% | -6 | ? | -17%
O=C(CSCc1ccc(Cl)cc1)Nc1ccccc1O | -13% | 97%[activator] | -5% | 0% | -40% | -6% | -6 | 6% | -21%
O=C(C1=C(O)C(=O)N(CC2CCCO2)C1c1cccnc1)c1ccco1 (centres undefined) | 0% | 3% | -5% | 19% | ? | -9% | 6 | 1% | -17%
O=C(O)c1ccc(/C=N/Nc2ccc(Cl)nn2)cc1 | -8% | 4% | -10% | 10% | -9% | -4% | -4 | 15% | 6%
CCC(C)c1ccc(NC(=S)N2CCCC2)cc1 (centres undefined) | -6% | 3% | 17% | 16% | ? | -17% | -4 | -9% | -24%
Cc1cc(C)n(CC2CC(=O)N(c3cc(Cl)cc(Cl)c3)C2=O)n1 (centres undefined) | -16% | 3% | 1% | 1% | -27% | -7% | 0 | 7% | 3%

Entries of single compounds as entered above.
COc1ccc(OC)c2c1CCC2=O as listed: POLH inh: 1%; ERG-DNA inh: 3%; APEX1 inh: 1%; POLB inh: -9%; ALOX12 inh: 0%; POLK inh: -15%; LDHA block: -1; RGS4 inh: 26%; Anesthetic bind: 12%
CCCc1cc(=O)oc2c3c(cc(OCC(=O)NCC4CCC(C(=O)O)CC4)c12)OC(C)(C)CC3 (centres undefined) as listed: POLH inh: -4%; ERG-DNA inh: -17%; APEX1 inh: 0%; POLB inh: 5%; ALOX12 inh: -14%; POLK inh: 24%; LDHA block: 7; RGS4 inh: -20%; Anesthetic bind: -4%

The list goes on.
SMILES | POLH inh | ERG-DNA inh | APEX1 inh | POLB inh | ALOX12 inh | POLK inh | LDHA block | RGS4 inh | Anesthetic bind
CC(=O)C1=CN(CC2CCCCC2)CCC1=O | -14% | -13% | nt | nt | 0% | 5% | -3 | 6% | nt
CCOc1ccc(CC(=O)NCc2ccc3c(c2)CCN3C(=O)c2ccccc2)cc1OCC | -23% | -6% | nt | 11% | -1% | -9%[60.1 µM] | -1 | 12% | -13%
COc1ccc(C(=O)C(CN2CCOCC2)c2ccccc2)cc1F (centres undefined) | -16% | -4% | -3% | 9% | ? | -4% | -3 | -46% | ?
COc1cc(C(=O)NCC(c2ccco2)N2CCCC2)ccc1OCc1c(C)noc1C (centres undefined) | -15% | -6% | 1% | -1% | 9% | -13% | -5 | -18% | -8%
O=C(COc1ccccc1)NCC1CCCO1 (centres undefined) | -5% | -5% | 8% | -1% | -2% | -7% | -5 | 12% | -3%
O=C(CSc1ccc(-c2cccnc2)nn1)Nc1ccc(F)cc1F | -6% | -16% | 34% | 1% | 0% | 0% | -2 | -12% | -10%
Fc1ccc(Nc2nc3ccccc3c3nncn23)c(Cl)c1 | -10% | 5% | nt | 15% | -10% | 16% | -1 | 3% | 4%
Cc1onc(-c2ccccc2)c1C(=O)Nc1ccc(OC(C)C)cc1 | -7% | -6% | -1% | 4% | 2% | -10% | -11 | -2% | -11%
Cc1c(C(=O)N2CCC(C(=O)Nc3ccc(F)c(Cl)c3)CC2)sc2nc[nH]c(=O)c12 | -19% | 0% | nt | 2% | -17% | -7%[60.1 µM] | 0 | ? | 3%
C=CC[C@@H](Cc1ccc(F)cc1)C(=O)OC[C@H]1CCCN1C(=O)[C@H](CC=C)CC(=O)NCCO | -14% | -6% | 6% | nt | -2% | -1% | 1 | -4% | nt
Cc1ccc(CNC(=O)c2cc(-c3ccc(C)cc3)nc3n[nH]c(-c4cccc([N+](=O)[O-])c4)c23)cc1 | -5% | -9% | nt | -19% | 5% | 0%[60.1 µM] | -1 | -11% | -10%
COc1ccc(-c2nnc3ccc(SCC(=O)Nc4nc5ccccc5s4)nn23)cc1OC | ? | 0% | 4% | ? | -23% | -6% | -8 | 10% | -4%
CC1CC(C)CN(c2oc(-c3ccccc3F)nc2C#N)C1 (centres undefined) | -19% | 6% | 13% | 6% | 0% | 1% | 0 | -30% | -8%
N=C1C2=C3Sc4ccccc4N3CCCC2=NN1c1cccc(S(=O)(=O)O)c1 | ? | 5% | -3% | -1% | -12% | -6% | -16 | -26% | -9%
CC1(N2CCCCC2)CC2(O)C(=[N+]1[O-])CCC/C2=N\O (centres undefined) | 8% | 1% | 2% | 1% | 1% | -19% | 12 | -30% | -5%
Cc1ccc(C(=O)NCCc2nnc3ccc(N4CCCC4)nn23)cc1 | -15% | -8% | 15% | 3% | 2% | -1% | -5 | -19% | -5%
COc1cc2cc(CCCOC(=O)c3cc(OC)c(OC)c(OC)c3)oc(=O)c2cc1OC | -12% | -9% | 17% | nt | ? | 10% | 1 | 13% | nt
O=C(NNc1cc(Cl)ccc1Cl)c1cccs1 | -10% | 0% | 7% | 7% | ? | -4% | -5 | -16% | -23%
CCCOc1ccc(-c2csc(NC(=O)CN3C(=O)CCC3=O)n2)cc1 | -12% | -2% | ? | 7% | -2% | -15% | -7 | -5% | 50%[activator]
C=CCNC(=O)COC(=O)/C=C/c1cccs1 | -2% | 0% | -3% | -1% | -6% | 0% | -7 | 3% | -11%
CC(C)N(CCCNC(=O)C1CCC(CNS(=O)(=O)c2ccccc2)CC1)Cc1ccccc1 (centres undefined) | -7% | 5% | -11% | -1% | 2% | 2% | -4 | 0% | -14%
CCn1c(C)nnc1SCC(=O)Nc1ccc(Cl)cc1 | 1% | 3% | -6% | 34% | 6% | -3% | -1 | 1% | -13%
COc1ccc(N2C(=O)CS(=O)(=O)C23C(=O)N(Cc2ccc(C)cc2)c2ccccc23)cc1Cl (centres undefined) | -13% | 19% | nt | 0% | -19% | 5% | -1 | -24% | 4%
CC(C)(C)OC(=O)N1CCCC(C(=O)Nc2cccc(C(=O)N3CCCCC3)c2)C1 (centres undefined) | -10% | 9% | nt | nt | 4% | 16% | 9 | -11% | nt
CCCCCC1CC(=O)NC1(C(=O)OCC)C(=O)OCC (centres undefined) | -19% | -12% | nt | nt | 16% | -11% | -6 | 8% | nt
Cc1ccc2cc(C#N)c(NCc3ccco3)nc2c1 | -9% | -3% | -2% | 6% | ? | -13% | -1 | -9%[11.4 µM] | 176%[activator]
O=c1c2ccccc2c(-c2cccc(C(F)(F)F)c2)nn1-c1ccccc1 | -20% | 7% | -1% | 4% | 149%[activator] | -2% | 7 | -11% | -11%
Cc1ccc(Oc2ccc3c(c2)C(=O)N(c2ccc(S(=O)(=O)Nc4nccs4)cc2)C3=O)cc1 | 89µM* | 0% | 21% | -9% | 20% | -45% | 0 | -25% | -13%
COc1cccc(NC(=O)/C=C/c2ccco2)c1 | -15% | -1% | -2% | -8% | -24% | -12% | -3 | -15% | -12%
O=C(Nc1ccc(N2CCC(c3ccccc3)C2)c(C(=O)O)c1)c1ccc(Cl)cc1 (centres undefined) | 13% | -2% | nt | 2% | ? | -4%[60.1 µM] | -2 | 5% | 49%[activator]
CC1CCCC(C)N1Cc1cn2ccccc2n1 (centres undefined) | -5% | nt | -6% | -3% | 5%[57.4 µM] | -13% | 1 | 18% | -6%
CC(C)OC(=O)c1c(NC(=O)c2cc3nc(-c4ccccc4)cc(C(F)(F)F)n3n2)sc2c1CCCC2 | 1% | -2% | nt | 6% | ? | -5%[60.1 µM] | 5 | -20% | 2%
CCN(CC(=O)NCc1ccc(Cl)cc1)S(=O)(=O)c1ccc(F)cc1 | -22% | -9% | 43% | -1% | 0% | -6% | -6 | 0% | -2%
COc1ccc(CNC(=O)CN(c2cc(C)cc(C)c2)S(=O)(=O)c2c(C)noc2C)cc1 | -10% | -1% | -3% | 4% | 18% | -4% | 1 | -3% | -6%
O=S(=O)(NCc1cn2ccccc2n1)c1cccs1 | -14% | 3% | 16% | 31% | -8% | 5% | 1 | -19% | 4%
O=C(Nc1cccc(F)c1)c1sc(Cl)nc1-c1ccccc1 | -5% | 7% | ? | 3% | 7% | -1% | 0 | 25% | -19%
COc1ccc(/C=C(\C#N)C(=O)OCC(=O)N(C)C2CCS(=O)(=O)C2)cc1 (centres undefined) | 1% | 2% | 0% | nt | 1% | -16% | -1 | 15% | nt
COc1ccc(S(=O)(=O)Nc2cc(-c3cn4ccc(C)cc4n3)ccc2C)cc1OC | 1% | 2% | nt | 16% | -21% | 1% | 5 | -49% | -13%
Cc1nc(S(=O)(=O)Cc2ccccc2Cl)nc2c1CCC2 | -10% | 5% | 7% | 0% | -2% | -5% | -3 | -42% | -6%

Some of the compounds tested; rates above refer to the full screens.
